Shiga inhibitor = Shiga toxin inhibition; Vero cells, Shiga toxin protein synthesis inhibition reporter; 9.2% of 290,000 active; inhibition, % at 38.7 µM; in the data active means inhibition mostly above about 28%, no sharp cut-off; inactive means mostly below about 43%; further: 0% is about no effect
HCV inhibitor = HCV inhibition; Potency, µM (series often up to 41.8 µM), for the others: top-dose activity change, negative = inhibition, usual class: inhibitors; 3.4% of 340,000 active; Huh7.5.1 HCVcc-Cre infection, luciferase reporter, 44 h; AID 651820; further: potency means the concentration at half of the fitted maximal effect; on the % scale 0 is the no-effect control and ±100 the full control effect
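Infectious HCV cell culture screen: compound-treated cells (1,000/well, pre-plated 4 h) are infected with HCVcc-Cre at roughly 0.5 moi and grown 44 h. Infection is quantified by luciferase signal after 15 min substrate incubation at room temperature.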
Pf growth 96h = inhibits malaria parasite growth, 96 h; P. falciparum luciferase reporter growth, 96 h; Potency, µM (top dose mostly 28.7 µM), for the others: at the top dose activity change, negative = inhibition, usual class: inhibitors; 6.9% of 320,000 active; AID 504834; further: potency means the concentration at half of the fitted maximal effect; on the % scale 0 is the no-effect control and ±100 the full control effect
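Erythrocytes infected with luciferase-expressing P. falciparum were dispensed at 2% hematocrit and 0.05% parasitemia (final), then incubated with compounds 96 hours at 37 C in 5% CO2. Luminescence after detection reagent addition reported growth.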
Pf growth 48h = inhibits P. falciparum growth in the first generation, 48 h. P. falciparum luciferase growth in erythrocytes, 48 h. Potency, µM (doses to about 28.7 µM), for inactives: at the highest dose activity change, negative = inhibition, most hits filed as inhibitors. 5.9% of 310,000 active; further: potency means the concentration at half of the fitted maximal effect; on the % scale 0 is the no-effect control and ±100 the full control effect
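Luciferase-expressing parasites in RBCs, 2% Hct / 0.1% parasitemia final; RPMI 1640 + 0.5% Albumax; 37 C, 5% CO2, one generation; luminescence read-out, lower signal = inhibition.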
CHX counter = affects cycloheximide protein synthesis inhibition readout, counter-screen; max response, %; 12% of 300,000 active; AID 2314; cell reporter, cycloheximide protein synthesis inhibition counterscreen; in the data active means max response mostly above about 13%, no sharp cut-off; inactive means mostly below about 14%; further: read at 38.3 µM for the half of the compounds with a filed dose; 0% is about no effect
Giardia FBPA inh = inhibitors of Giardia lamblia fructose-1,6-bisphosphate aldolase; 0.71% of 290,000 active; purified Giardia FBPA; AID 2451; A8B2U2; Potency, µM (series often up to 59.6 µM), inactives show top-dose activity, negative = inhibition, usual class: inhibitors; further: potency means the concentration at half of the fitted maximal effect; on the % scale 0 is the no-effect control and ±100 the full control effect; nearly all actives have a fitted effect of over 55% in size
Target sequence (A8B2U2 whole entry, looked up): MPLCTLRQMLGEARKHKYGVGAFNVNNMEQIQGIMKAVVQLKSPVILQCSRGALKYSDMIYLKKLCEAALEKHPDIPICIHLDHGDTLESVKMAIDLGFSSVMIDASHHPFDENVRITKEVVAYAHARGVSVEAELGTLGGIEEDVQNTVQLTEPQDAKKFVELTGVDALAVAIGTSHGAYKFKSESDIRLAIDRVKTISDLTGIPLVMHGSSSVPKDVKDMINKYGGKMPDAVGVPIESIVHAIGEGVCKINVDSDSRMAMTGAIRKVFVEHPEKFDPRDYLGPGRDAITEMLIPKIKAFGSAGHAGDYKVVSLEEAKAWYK
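Giardia FBPA (40 nM reagent) was preincubated 10 min at RT with compound (up to 57.5 uM final), then substrate plus GAPDH/TPI/NAD/arsenate coupling system with diaphorase/resazurin was added; resorufin fluorescence (525/598 nm) was read after 20 min.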
* hit, by the source's call; ? = inconclusive; · = not tested or not shown; & = joins results of further samples; [ ] = remark or other dose. Unless noted, the call rests on the fitted dose curve; in most records, active means well fitted curve in the direction sought with a large enough effect; inconclusive means small, poorly fitted or top-dose-only effect, or another doubt; inactive means no such curve, though single readings can be large; an effect the other way counts as inactive or inconclusive.

| item | structure | Shiga inhibitor | HCV inhibitor | Pf growth 96h |
| --- | --- | --- | --- | --- |
| 1 | O=C(CNC(=O)c1cccs1)N/N=C/c1cccc(Cl)c1 | 7 | -14% | ? |
| 2 | CCN(CC)C(=O)C1CCCN(C(=O)c2cc(COc3ccc4ncccc4c3)on2)C1 (stereo unspecified) | -5 | ? | -8% |
| 3 | O=C(C1CCCO1)N1CCC2(CC1)OCCO2 (stereo unspecified) | -9 | · | 148%[activator] |
| 4 | NC(=O)NC(=O)CN1C(=O)NC2(CCOc3ccccc32)C1=O (stereo unspecified) | -4 | 11% | 35%[activator] |
| 5 | Cc1ccc(-n2c(SCC(=O)NC3CCS(=O)(=O)C3)nc3ccccc3c2=O)cc1C (stereo unspecified) | · | 4% | -24% |
| 6 | CCOC(=O)c1ccccc1NC(=O)c1c(O)c2ccccc2n(CC)c1=O | 7 | 5% | -24% |
| 7 | Cc1ccc(S(=O)(=O)N(C)C)cc1NC(=O)c1ccccc1Br | 14 | 13% | -18% |
| 8 | CCOC(=O)C(=O)NN=C(c1ccccc1)c1ccccc1 | 9 | 4% | 39%[activator] |
| 9 | O=C(O)CCCN1C(=O)c2ccccc2Sc2ncccc21 | -6 | 5% | ? |
| 10 | Cc1cc(C)n(-c2ccc(C(=O)N3CCN(S(=O)(=O)c4ccc(Cl)cc4)CC3)cc2)n1 | · | 1% | 2.6µM* |

| item | Pf growth 48h | CHX counter | Giardia FBPA inh |
| --- | --- | --- | --- |
| 1 | 31%[activator] | 11 | · |
| 2 | -22% | -1 | · |
| 3 | -1% | -1 | 6% |
| 4 | 20% | -3 | 3% |
| 5 | ? | · | · |
| 6 | -11% | -2 | -20% |
| 7 | 0% | -4 | -7% |
| 8 | 0% | -4 | -15% |
| 9 | 25% | -1 | -15% |
| 10 | 10µM* | · | · |

More results follow.
| item | structure | Shiga inhibitor | HCV inhibitor | Pf growth 96h |
| --- | --- | --- | --- | --- |
| 11 | O=C(CCS(=O)(=O)Cc1ccccc1)Nc1nc2c(s1)CCCC2 | 3 | ? | -5% |
| 12 | Cc1ccc(S(=O)(=O)NC(C(=O)O)c2ccccc2)cc1 (stereo unspecified) | -6 | 17% | ? |
| 13 | CCn1nnc(NC(=O)c2cccnc2Cl)n1 | -8 | 0% | -18% |
| 14 | CCSc1nc2c(c(=O)[nH]c(=O)n2C)n1CC(O)COc1ccccc1C (stereo unspecified) | -6 | ? | 24% |
| 15 | C=CCN1C(=O)/C(=C/c2ccc(N3CCOCC3)o2)C(=O)NC1=S | 40 | 15% | -48% |
| 16 | CC(Oc1ccccc1)C(=O)Nc1nc(-c2ccncc2)cs1 (stereo unspecified) | · | 3% | -31% |
| 17 | CCN1C(=O)[C@H]2[C@@H](c3ccc(-c4ccc(C(C)=O)cc4)c(OC)c3)N[C@@](Cc3ccccc3)(C(=O)OC)[C@H]2C1=O | · | ? | 9.3µM* |
| 18 | CSc1ccc(S(=O)(=O)Nc2ccc3c4c(cccc24)CC3)cc1 | -6 | ? | ? |
| 19 | Cc1cccc2[nH]c(CN(C)C(=O)CC3C(=O)NCCN3CC(C)(C)C)nc12 (stereo unspecified) | 10 | 14% | 5% |
| 20 | Cc1ccccc1C(=O)NC(C(=O)Nc1nc2c(s1)CCCC2)C(C)C (stereo unspecified) | 31* | -1% | 4.7µM* |

| item | Pf growth 48h | CHX counter | Giardia FBPA inh |
| --- | --- | --- | --- |
| 11 | 5% | 10 | 0% |
| 12 | 8% | 0 | -1% |
| 13 | · | -2 | 1% |
| 14 | ? | -5 | -11% |
| 15 | -17% | 5 | -18% |
| 16 | -27% | · | · |
| 17 | 8.3µM* | · | · |
| 18 | ? | -2 | -5% |
| 19 | ? | -3 | -14% |
| 20 | ? | 17* | -5% |

Later entries:
| item | structure | Shiga inhibitor | HCV inhibitor | Pf growth 96h |
| --- | --- | --- | --- | --- |
| 21 | CC(=O)N1CCN(c2ccc(NC(=O)c3cccc([N+](=O)[O-])c3)cc2)CC1 | 37 | -21% | ? |
| 22 | CCn1cc(C(=O)N2CCN(c3ccc([N+](=O)[O-])cc3)CC2)c(=O)c2ccc(C)nc21 | -18 | ? | 1% |
| 23 | CCS(=O)(=O)N1Cc2ccccc2CC1C(=O)Nc1cc(S(C)(=O)=O)ccc1Cl (stereo unspecified) | -8 | 9% | ? |
| 24 | COC(C[C@H](O)CC(=O)COCc1ccccc1)OC | -6 | 8% | 47%[activator] |
| 25 | Cc1ccc(S(=O)(=O)NC2(C(F)(F)F)NC(=O)N(CCc3ccccc3)C2=O)cc1 (stereo unspecified) | -12 | 29% | ? |
| 26 | Clc1ccccc1-c1ccc(/C=N/n2cnnc2)o1 | 50 | 3% | -19% |
| 27 | COC(=O)[C@@]12CCCN1[C@H](c1ccc(-c3ccc(C(C)=O)cc3)c(OC)c1)[C@H]1C(=O)N(C)C(=O)[C@H]12 | · | -10% | ? |
| 28 | CCN(CC)CCNC(=O)c1cn(CC)c2cc(N3CCN(C(=O)c4ccco4)CC3)c(F)cc2c1=O | 8 | -9% | -24% |
| 29 | CN(C)CCCN(C(=O)c1ccc(S(=O)(=O)N2CCCCCC2)cc1)c1nc2ccc(F)cc2s1 | -12 | ? | ? |
| 30 | Cc1ccc(NC(=O)CC(C)S(=O)(=O)c2ccc3c(c2)NC(=O)CO3)cc1C (stereo unspecified) | -4 | 8% | 12µM* |

| item | Pf growth 48h | CHX counter | Giardia FBPA inh |
| --- | --- | --- | --- |
| 21 | ? | -3 | -6% |
| 22 | -55% | -11 | 1% |
| 23 | -8% | -2 | · |
| 24 | 47%[activator] | -1 | 3% |
| 25 | 0% | -2 | 13% |
| 26 | 15% | -1 | 3% |
| 27 | 13µM* | · | · |
| 28 | -18% | 1 | -18% |
| 29 | ? | 9 | · |
| 30 | ? | 18 | -6% |

Continued.
| item | structure | Shiga inhibitor | HCV inhibitor | Pf growth 96h |
| --- | --- | --- | --- | --- |
| 31 | Fc1ccccc1C1c2[nH]c3ccccc3c2CCN1Cc1cccn1-c1ncccn1 (stereo unspecified) | 3 | -21% | 3% |
| 32 | O=C(NCCN1CCOCC1)c1ccc(Cl)c(S(=O)(=O)N2CCCCCC2)c1 | -11 | 2% | ? |
| 33 | O=[N+]([O-])c1ccc(N2CCNCC2)cc1NCc1cccnc1 | -4 | ? | -3% |
| 34 | CC(C)CN(C(=O)COc1ccc(-c2nnco2)cc1)C1CCS(=O)(=O)C1 (stereo unspecified) | -14 | 4% | ? |
| 35 | COC1C(C)=C(C)C(=O)N1Cc1ccc(F)cc1 (stereo unspecified) | 12 | 5% | -15% |
| 36 | CCn1c(C(O)c2ccc3c(c2)OCO3)nc2ccccc21 (stereo unspecified) | -7 | 7% | 5% |
| 37 | CNC(=S)NCCc1c[nH]c2ccc(OC)cc12 | 2 | -13% | ? |
| 38 | COC(=O)[C@@H]1CCCN1C(=O)CCc1nnc(CCc2c[nH]c3ccccc23)o1 | 48* | 6% | 6% |
| 39 | NNC(=O)c1cc2nc(-c3cccs3)cc(C(F)(F)F)n2n1 | -15 | -15% | 8% |
| 40 | Cc1cc(C(=O)N2CCN(S(=O)(=O)c3ccc(F)c(Cl)c3)CC2)c(C)o1 | · | -6% | ? |

| item | Pf growth 48h | CHX counter | Giardia FBPA inh |
| --- | --- | --- | --- |
| 31 | ? | -1 | -11% |
| 32 | ? | -3 | 3% |
| 33 | ? | 4 | -1% |
| 34 | 9% | 0 | 0% |
| 35 | ? | -3 | -1% |
| 36 | ? | 1 | 1% |
| 37 | 18% | -1 | 1% |
| 38 | ? | 47* | -3% |
| 39 | 6% | 1 | 1% |
| 40 | ? | · | · |

(continued)
| item | structure | Shiga inhibitor | HCV inhibitor | Pf growth 96h |
| --- | --- | --- | --- | --- |
| 41 | Cc1ccc(-c2csc3nc(SCC(=O)Nc4ccc(Cl)c(C(=O)O)c4)[nH]c(=O)c23)cc1 | 2 | 15% | 33%[activator] |
| 42 | Cc1csc(NC(=O)CSc2nnc(-c3cccs3)n2C)n1 | -13 | 11% | -8% |
| 43 | COc1ccccc1P(=O)(c1ccccc1)c1ccccc1NC(C)=O (stereo unspecified) | -7 | -5% | ? |
| 44 | COc1ccc(Cc2nnc(NC(=O)c3ccc(C)cc3)s2)cc1OC | -2 | -9% | 13% |
| 45 | Cc1cccc(N=C2C(=O)Nc3c(Cl)cccc32)c1 | 7 | 15% | 6% |
| 46 | CC1CCCC(NC(=S)Nc2cccc(S(=O)(=O)N(C)C)c2)C1C (stereo unspecified) | 11 | -8% | 1% |
| 47 | CC1CNc2c(cccc2S(=O)(=O)N[C@@H](CCCN=C(N)N)C(=O)N2CC[C@@H](C)C[C@@H]2C(=O)O)C1 (stereo partly specified) | 23 | · | · |
| 48 | Cc1ccc(C(=O)NC2(O)C(=O)c3ccccc3C2=O)cc1C | -4 | 13% | 0% |
| 49 | CN(C)S(=O)(=O)c1cccc(NC(=O)c2ccccc2OCc2ccc(F)cc2)c1 | 7 | 6.3µM* | ? |
| 50 | C=CCn1c(=O)/c(=C2/SC(C)=C(C)N2CC)s/c1=C1/C(=O)N(CC)C(=S)N1c1ccccc1 | -20 | -3%&-8% | · |

| item | Pf growth 48h | CHX counter | Giardia FBPA inh |
| --- | --- | --- | --- |
| 41 | 26% | 2 | -16% |
| 42 | -28% | -8 | 1% |
| 43 | 0% | -3 | -1% |
| 44 | 111%[activator] | -2 | -5% |
| 45 | -7% | -3 | ? |
| 46 | ? | -3 | -15% |
| 47 | · | 5 | 8% |
| 48 | ? | -4 | ? |
| 49 | 12µM* | -2 | 11% |
| 50 | -30% | -9 | 2% |

(cont.)
| item | structure | Shiga inhibitor | HCV inhibitor | Pf growth 96h |
| --- | --- | --- | --- | --- |
| 51 | CCOC(=O)c1[nH]c2ccc(OC)cc2c1N=CN(C)C | -7 | -7% | 0.13µM* |
| 52 | CCOC(=O)c1cnn(-c2ccccc2)c1-n1cccc1C(=O)C(=O)Nc1ccc(OC)cc1 | -13 | -12% | ? |
| 53 | CC(C(=O)O)N(C(=O)c1ccccc1)c1ccc(F)cc1 (stereo unspecified) | 27 | -4% | 31%[activator] |
| 54 | N#Cc1ccc(N2CCN(c3ccc(F)cc3)CC2)cc1 | 12 | -20% | 8% |
| 55 | COc1ccc2[nH]c(=O)c(CN(CC3CCCO3)C(=S)Nc3ccc(C)cc3)cc2c1 (stereo unspecified) | 2 | -29% | 12% |
| 56 | CCOc1ccc2[nH]c(=O)c(CN(Cc3ccc(C)cc3)C(=O)N3CCCC3)cc2c1 | -13 | 10% | ? |
| 57 | COCCCNC(=O)CN(Cc1ccccc1)S(=O)(=O)c1ccccc1 | -4 | -2% | 43%[activator] |
| 58 | CCOC(=O)C(CCC(=O)O)(CCC(C)C)c1csc(N)n1 (stereo unspecified) | -8 | 8% | -5% |
| 59 | O=C(CN1C(=O)NC2NC(=O)NC21)NN=C1CCCC1 (stereo unspecified) | -11 | 1% | ? |
| 60 | CC(=O)NC(CSc1cc(C)nc2ccc(Br)cc12)C(=O)O (stereo unspecified) | 1 | 35%[activator] | 17% |
| 61 | COc1cccc(-c2ncc3ccccn23)c1 | 71* | ? | 55%[activator] |
| 62 | CCOC(=O)N1CCN(C(=O)c2cccc(NC(=O)c3ccco3)c2)CC1 | -14 | -3% | · |
| 63 | O=C(Nc1ccccc1)C1CCN(c2nccs2)CC1 | -16 | -1% | 4% |

| item | Pf growth 48h | CHX counter | Giardia FBPA inh |
| --- | --- | --- | --- |
| 51 | 7% | 0 | -1% |
| 52 | 5% | -1 | -6% |
| 53 | 8% | -2 | -16% |
| 54 | -6% | 0 | 0% |
| 55 | 21% | -4 | -1% |
| 56 | ? | 4 | 0% |
| 57 | -26% | 2 | -4% |
| 58 | · | 1 | 1% |
| 59 | 19% | -1 | -1% |
| 60 | 11% | 1 | -4% |
| 61 | 166%[activator] | 36* | 1% |
| 62 | 5% | -1 | 0% |
| 63 | 27% | 14 | -2% |
